From PubChem
FN deposit inh – inhibitors of fibronectin matrix deposition, primary screen, AH1F cells, Alexa488-fibronectin fluorescence, plate reader; AH1F fibroblasts, overnight; inhibition, % at 12.6 µM; hit rate 0.086% among 350,000;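 active = mean inhibition across replicates of 30% or more, regardless of how many single replicates reach that level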;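 note: positive control wells lacked labelled fibronectin entirely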
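Material – AH1F fibroblast monolayer, labelled fibronectin deposition · Reagent – labelled fibronectin 24 nM · Timing – 1 h adhesion, overnight exposure · Measured by – fluorescence at 485 nm excitation, 525 nm emission · Read-out – inhibition of fibronectin deposition signal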
CASP6 VEID inh – human caspase-6 inhibitors, primary screen, biochemical, VEID-R110 fluorescence, single point, set 2; P55212; purified caspase-6, Z-VEID-R110 cleavage fluorescence; inhibition, % at 12.5 µM; hit rate 0.53% among 350,000;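 active = mean inhibition across replicates at least about 35%, with every replicate also reaching that limit, limit read from the data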;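 note: 0% = median of neutral control wells and 100% = no fluorescence left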
Target sequence (P55212 24-179 limits assumed): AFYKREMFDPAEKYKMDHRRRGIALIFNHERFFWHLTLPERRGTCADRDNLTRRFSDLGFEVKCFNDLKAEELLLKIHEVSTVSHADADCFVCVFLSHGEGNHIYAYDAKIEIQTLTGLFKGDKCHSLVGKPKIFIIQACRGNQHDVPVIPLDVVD
Target sequence (P55212 194-293 limits assumed): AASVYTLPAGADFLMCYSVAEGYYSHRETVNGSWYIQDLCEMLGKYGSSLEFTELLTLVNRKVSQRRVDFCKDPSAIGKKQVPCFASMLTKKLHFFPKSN
miR122 inh – miR-122 Renilla sensor signal increase in Huh7, primary screen, miR-122 inhibitor project, cell-based, single point, plate reader. Huh7 miR-122 Renilla luciferase sensor, 48 h; neutral wells = 0, positive control = 100. activation (reporter increase), % at 12.5 µM. hit rate 0.3% among 340,000;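 active = mean replicate activation score at least 90 and every replicate individually at or above 90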;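 note: higher luciferase means less miR-122 activity so hits act as miR-122 inhibitors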
LGR2 antag – inhibitors of bursicon-induced LGR2 CRE-luciferase signal, primary screen, cell-based, HEK293, CRE-luciferase reporter, bursicon stimulation. Drosophila bursicon receptor LGR2 (rickets). bursicon-stimulated, 4 h. inhibition, % at 9.99 µM. hit rate 0.35% among 380,000. AID 720647, 2013;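 active = drop in luminescence signal, shown as inhibition above about 50% in the replicate tests, limit read from the data, passing the limit was not always enough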;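 note: agonist challenge used bursicon conditioned medium at about half maximal strength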
Cneo AK release – Cryptococcus neoformans cell lysis inducers, primary screen, AK release luminescence, single concentration. C. neoformans lysis, adenylate kinase release luminescence, 4 h; normalised: neutral wells 0, clomiphene wells 100. lysis activity, % at 15 µM. hit rate 0.2% among 360,000. AID 651654, 2012;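 active = mean lysis activity across replicates of at least 80%, whatever share of replicates individually reach that level; inactive = mean lysis activity below 80%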
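Test system: log-phase Cryptococcus neoformans yeast cells. Input: 5 × 10^6 yeast cells/mL. Medium: fresh YPD growth medium. Doses: single dose. Incubation: static 4 h at 37 °C with compound, 1 h detection. Measured by: luminescent adenylate kinase detection reagent. Read-out: signal increase indicating cell lysis. Benchmarks: Clomiphene.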
EWS-Fli inh – EWS/Fli-driven NR0B1 reporter inhibitors, primary screen, A673 cells, NR0B1 luciferase, luminescence, MLPCN library | inhibition, % at 12.6 µM | viability-normalised | hit rate 0.67% among 350,000;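 active = mean inhibition of at least 50% after viability correction, with every replicate also passing that limit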;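 note: firefly luciferase signal divided by Alamar Blue viability fluorescence both relative to DMSO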
PGC1a acetyl inh – inhibitors of PGC1a acetylation signal, primary screen, cell-based, U2OS, AlphaScreen, inhibitor mode; hit rate 0.17% among 350,000; inhibition, % at 15.6 µM; AlphaScreen anti-acetyl-lysine; with virally co-expressed GCN5 acetyltransferase; AID 651687, 2012;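 active = every replicate shows inhibition of at least 40%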;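 note: 0% = neutral control wells and 100% = positive control wells; some results beyond the cut were filed as inactive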
PAX8 reporter – inhibitors of PAX8-driven TPO luciferase reporter, primary screen, RMG-I cells, single concentration. inhibition, % at 12.6 µM. hit rate 1.2% among 360,000. AID 652154, 2013. SteadyGlo, 24 h;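 active = mean replicate inhibition at least 60% with every replicate also reaching 60%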;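 note: luciferase light reporting Pax8 driven TPO promoter activity; plate controls were median of neutral control wells for no effect and mitoxantrone controls for full effect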
Active calls of the source: *; / = not tested or not shown; & = joins results of further samples; [ ] = remark or other dose.

Molecule	miR122 inh	FN deposit inh	Cneo AK release	PAX8 reporter	EWS-Fli inh	PGC1a acetyl inh	LGR2 antag	CASP6 VEID inh
C[C@@H]1CCCCO[C@@H](CN(C)Cc2ccc3c(c2)OCO3)[C@H](C)CN([C@@H](C)CO)C(=O)c2cc(NC(=O)CCCN(C)C)ccc2O1	-4[16.7 µM]	/	-2	-4	-7	-2	-17	-32
CCOc1ccccc1N(CC(=O)Nc1ccc(S(=O)(=O)N2CCOCC2)cc1)S(C)(=O)=O	/	-1	0	-5	2	/	-6	/
CN(CCC1CCOCC1)C(=O)C1CCC(=O)N(CCc2ccc(Cl)cc2)C1 (stereo unspecified)	-8	-8	-2	-6	/	6	-3	-1
O=C(c1ccc(Cl)c(Cl)c1)c1cnc(Nc2ccccc2)s1	-1	-5	-1	-15	/	4	/	/
CCOC(=O)N1CCN(C(=O)CCC(=O)c2ccc(OCC)cc2)CC1	-11	1	-1	-12	2	-4	8	0
COc1ccc2c3c(n(C)c2c1)[C@@H](CO)N(C)CC31CN(S(=O)(=O)c2cccc(C)c2)C1	/	9	/	/	1	-2	-1	2
COc1cc(NS(=O)(=O)c2ccc(NS(=O)(=O)c3ccc(NC(C)=O)cc3)cc2)nc(OC)n1	-2	3	0	0	7	12	12	-1
Cc1ccc(S(=O)(=O)NC(C)(C)C)cc1C(=O)OCC(=O)N1CCCC1=O	-3	1	2	/	-4	/	-11	1
C#CCOCCOCCOCCNc1nc(N2CCN(C(=O)[C@H](CC(N)=O)n3cc(C(N)[C@@H](C)CC)nn3)CC2)nc(N2CCN(C(=O)[C@H](CCC(=O)O)n3cc([C@@H](N)CCCCN)nn3)CC2)n1 (stereo partly specified)	/	6	1	-15	3	/	10	-123
O=C(NCC(F)(F)F)[C@@H]1c2ccccc2C(=O)N(CC23CC4CC(CC(C4)C2)C3)[C@H]1c1ccc(CO)cc1	/	/	40	15	1	-1	/	5
COc1cccc(CNC(=O)CCC2CCCN(c3cc(C)nc(N(C)C)n3)C2)c1 (stereo unspecified)	-1	/	0	3	-4	4	3	-1
CCn1cc(CNCc2cn(C)nc2-c2ccc(C3CCCCC3)cc2)cn1	/	-9	/	-11	2	1	10	0
COc1ccc(-c2ccc3c(c2)[C@@H]2[C@@H](CCN2C(=O)C2CCC2)[C@H](CO)N3C)cc1	/	1	/	9	0	5	4	/
CCn1cc([C@@H]2C[C@H]3CN(Cc4cccc(Cl)c4)C(=O)[C@]34CCCN24)c(C)n1	/	-8	/	-7	-4	5	-17	1
N#CCCn1cc(C(=O)Nc2cccc(C(=O)O)c2)c(-c2ccc(Cl)cc2)n1	-3	1	-1	13	6	0	11	0
C[C@H]1CN([C@@H](C)CO)C(=O)c2cc(NC(=O)NC3CCCCC3)ccc2O[C@H]1CN(C)Cc1ccc(C(F)(F)F)cc1	-5[16.7 µM]	/	-2	/	-13	6	10	-1
CO[C@H]1CC[C@H]2CCN(C)C(=O)C[C@H](c3ccccc3)CN(C)C(=O)c3cccc(C#N)c3OC[C@@H]1O2	/	-6	1	0	0	/	8	2
COc1ccc(OC)c(Nc2ncnc3c2cnn3-c2cccc(C)c2)c1	23	-7	-2	/	/	-15	/	/
CCCCN(C(=O)c1c(-c2ccccc2)noc1C)c1c(N)n(CCC)c(=O)[nH]c1=O	1	4	0	9	-9	-3	4	1
COc1ccc(CN(C)C[C@H]2Oc3c(NC(=O)c4nc5ccccc5s4)cccc3C(=O)N([C@H](C)CO)C[C@@H]2C)cc1	3[16.7 µM]	/	-1	21	-7	6	-12	1
COc1ccccc1NC(=O)Nc1ncccc1C	-5	1	0	3	/	5	/	/
O=C(N1CCCCCC1)N1CCN(S(=O)(=O)c2ccccc2)CC1	14	-20	5	/	/	-10	5	/
COc1cccc(-c2ccc([C@H]3[C@@H](CO)N4C(=O)CN(C(=O)C5CCOCC5)C[C@H]34)cc2)c1	/	/	/	-32	-1	-32	15	1
CN(C)S(=O)(=O)N1CCC(CO)(Cc2cccc(C(F)(F)F)c2)CC1	/	/	/	16	-6	/	11	0

Profiles from above. Order of screens: miR122 inh, FN deposit inh, Cneo AK release, PAX8 reporter, EWS-Fli inh, PGC1a acetyl inh, LGR2 antag, CASP6 VEID inh
Profile of COc1cc(NS(=O)(=O)c2ccc(NS(=O)(=O)c3ccc(NC(C)=O)cc3)cc2)nc(OC)n1 = -2, 3, 0, 0, 7, 12, 12, -1
Profile of C[C@@H]1CCCCO[C@@H](CN(C)Cc2ccc3c(c2)OCO3)[C@H](C)CN([C@@H](C)CO)C(=O)c2cc(NC(=O)CCCN(C)C)ccc2O1 = -4[16.7 µM], /, -2, -4, -7, -2, -17, -32

Next part.
Molecule	miR122 inh	FN deposit inh	Cneo AK release	PAX8 reporter	EWS-Fli inh	PGC1a acetyl inh	LGR2 antag	CASP6 VEID inh
Cc1ccc2nc(-c3ccc(F)cc3)c(Cc3ccccn3)n2c1	0	2	-2	-173	-50	10	-25	0
CCO[C@@H]1OC(C(=O)N2CCCC2)=C[C@H](c2ccc3c(c2)OCO3)[C@H]1CCCO	/	/	0	21	-4	4	/	2
CCOC(=O)CC1COCCN1Cc1cn[nH]c1-c1ccc2c(c1)OCO2 (stereo unspecified)	-5	/	0	6	9	5	-27	-2
CCC(C)NC(=O)c1cc2cc3ccc(OC)cc3nc2o1 (stereo unspecified)	-7	3	0	-129	-85	-13	-38	0
Cc1ccccc1C(=O)N1CCC[C@@H]1C(=O)N1CCC[C@H]1C(=O)NCc1ccncc1	/	4	/	15	-7	/	2	5
C=CCNc1scc(-c2ccccc2)[n+]1CC=C	/	-7	/	-27	6	8	-28	2
COc1ccc(NC(=O)N(C)C[C@H]2Oc3ccc(NC(=O)Nc4cccc5ccccc45)cc3C(=O)N([C@H](C)CO)C[C@@H]2C)cc1	-4[16.7 µM]	/	-2	/	2	0	-10	1
COc1ccc2c3c(n(C)c2c1)[C@H](CO)N(S(C)(=O)=O)CC31CCN(C(=O)Nc2cccc(F)c2)CC1	/	12	/	4	20	5	5	/
C/C(=N\Nc1nc(-c2ccc(C)cc2C)cs1)c1cc2ccccc2oc1=O	/	-4	/	17	-3	/	/	-2
O=C(O)C[C@H]1C[C@@H]2c3cc(NC(=O)C4CCC4)ccc3O[C@@H]2[C@H](CO)O1	1[16.7 µM]	/	6	2	-9	6	25	0
CN1c2ccc(Br)cc2[C@@H]2[C@@H](CCN2C(=O)C2CCCC2)[C@H]1CO	/	1	/	/	-5	4	1	0
Cc1c(C(=O)N2CCN(CCc3ccccn3)CC2)oc2ccc(Cl)cc12	-1	14	-1	6	/	-7	14	1
NC1=NN=C(N2N=C(c3ccccc3)CC2(O)C(F)(F)F)n2ncnc2C1 (stereo unspecified)	/	0	/	-18	-13	/	26	-3
CC(NC(=O)Nc1ccccc1)C(c1ccccc1)N1CCOCC1 (stereo unspecified)	1	-2	-4	2	/	10	-5	/
CSCCC(NC(=O)c1ccc([N+](=O)[O-])cc1Cl)C(=O)OCC(=O)N(C)C (stereo unspecified)	/	11	/	46	10	/	4	-1
Cc1noc(C)c1NC(=O)Nc1ccc2c(c1)C(=O)N([C@@H](C)CO)C[C@@H](C)[C@@H](CN(C)Cc1ccc(C(=O)O)cc1)O2	-2[16.7 µM]	/	-3	/	-12	4	3	0
CCOc1ccccc1OCCOc1cccc(C(F)(F)F)c1	-3	/	0	/	/	5	20	/
CC1CCCCC1NC(=O)CCN1C(=O)C2C3C=CC(C3)C2C1=O (stereo unspecified)	8	-2	-8	-8	/	-18	-2	-2
COc1ccc(C(CNC(=O)c2cccc(S(=O)(=O)Nc3ccccc3Cl)c2)N2CCOCC2)cc1 (stereo unspecified)	/	-3	/	5	7	/	12	0
Cc1[nH]c2ccccc2c1C(=O)COC(=O)Cn1c(C(F)(F)F)nc2ccccc21	-6	2	1	21	/	/	-18	/
Cc1cccc(NC(=O)CN2C(=O)COc3ccc(Cl)cc32)c1	-5	/	2	/	5	-13	9	-3
O=C(O)c1ccccc1SCC(=O)N1CCc2ccccc21	2	1	1	-39	-25	4	7	1
CN(C)CCCN(CCCN(C)C)C(=S)Nc1ccc(S(=O)(=O)N2CCOCC2)cc1	-15	-1	1	-20	-1	-3	16	-63
O=C1N=C(N2CCC(Cc3ccccc3)CC2)S/C1=C/c1cn[nH]c1-c1ccccc1	1	6	6	19	/	/	/	/
COc1ccc(S(=O)(=O)N2CCCC2CNC(=O)C(=O)Nc2cccc(F)c2)cc1 (stereo unspecified)	0	10	-2	14	-19	-17	-7	-3
Cc1cccc2c(=O)c(C(=O)NCc3ccc(F)cc3)c[nH]c12	-2	-3	0	-1	-6	-7	-11	0
O=C(C1CC1)N1CCC(Oc2cccc(C(=O)N3CCCCC3CCO)c2)CC1 (stereo unspecified)	2	10	2	-4	/	6	16	4
CC(C)c1ccc(NC(=O)C(c2ccccc2)N2CCC3(CC2)OCCO3)cc1 (stereo unspecified)	6	10	1	/	/	5	/	/
Cc1cc(-n2c(C)cc(C(=O)CSc3ccccn3)c2C)no1	/	3	-1	/	-59	7	17	2
COc1ccc(/C=N/NC(=O)c2nnn(-c3nonc3N)c2-c2cccc(OC)c2)cc1	/	3	-3	4	/	/	11	3
O=C(c1ccccc1)c1coc2ccc(O)c(CN3CCOCC3)c12	-3	-4	8	-5	/	-22	/	/
C[C@@H]1CN([C@H](C)CO)C(=O)Cc2cc(NC(=O)CCCCCC(=O)Nc3ccccc3N)ccc2O[C@H]1CN(C)C(=O)Nc1ccc(C(F)(F)F)cc1	7[16.7 µM]	/	-2	-8	-11	-1	-5	/
COC(=O)c1sccc1NC(=O)Nc1ccc(F)cc1	/	-1	-1	/	-5	/	4	1
CO[C@@H]1CN(C)C(=O)c2cc(NC(=O)c3cc(C)on3)ccc2OC[C@@H](C)N(C(C)=O)C[C@@H]1C	-4[16.7 µM]	-4	2	/	1	9	-2	0
Cc1noc(C)c1S(=O)(=O)Nc1ccc2c(c1)C(=O)N([C@H](C)CO)C[C@H](C)[C@@H](CN(C)Cc1ccc(Cl)c(Cl)c1)OCCCC[C@@H](C)O2	-5[16.7 µM]	/	-2	0	-2	0	23	3
Cc1cccc(-c2nnc(C(C)Nc3cccc(C(=O)NC4CC4)c3)o2)c1 (stereo unspecified)	-9	/	1	-48	-32	8	3	1
COc1cc(OC)cc(C(=O)NCC(=O)OCC(=O)Nc2ncc(Cl)cc2Cl)c1	/	1	/	19	2	/	-33	1
COc1ccc(CCN2C(=O)C3C4CCC(C4=C(C)C)C3C2=O)cc1OC (stereo unspecified)	/	5	/	19	1	/	/	-1
CCOC(=O)C1=C(COCCN)NC(C)=C(C(=O)OC)C1c1ccccc1Cl (stereo unspecified)	-2&-1&0	0&0&4	3&1&1	-11&-4&-6	2&-1&-10	8	18	8&-3&6
C=CCn1c(COc2ccc(OC)cc2)nc2ccccc21	6	-8	-2	-69	-94	5	-31	1
COc1cccc(OC)c1C(=O)Nc1ccc2c(c1)Cc1ccccc1-2	8	8	/	-67	-38	1	-40	4
